Compound activity from PubChem BioAssay.
WT yeast gro inh: growth inhibition of WT strain, primary screen, mitochondrial fusion inhibitor project, WT and mutant strains, chemical genetic. inhibition, % at 10 µM. 190,000 compounds, 2.1% hits. AID 1362, 2008. mitochondrial fusion phenotypic screen; in the data active = inhibition above about 58%; tested in S. cerevisiae
Yfh1-off respiration: enhancers of respiration in Yfh1-depleted yeast, dose response, Friedreich's ataxia, plus single-dose screen (AID 1465); 220,000 compounds, 0.074% hits; S. cerevisiae Yfh1-off respiration, WST-1 reduction, 72 h; higher fold induction means a stronger effect; fold induction at 50 µM; hits with a dose series show EC50 in µM;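 active = fold induction of absorbance versus untreated yeast above a set limit, then at least 30% activation at any dose in follow-up; inconclusive = repeats straddling the limit, or above it without dose testing; inactive = fold induction below the set limit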;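 note: activators that raise dye reduction in frataxin-depleted yeast; strong numbers were not always called active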
CSM14.1 death rescue: rescue of cells from ER stress-induced death, primary screen, 384-well, CSM14.1, thapsigargin, ATP luminescence (AID 1222); CSM14.1 thapsigargin-induced death rescue, ATP luminescence; higher % means a stronger effect; 190,000 tested, under 10 active; one-dose cellular ATP content (survival), % at 20 µM; EC50 in µM for titrated hits;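 active = EC50 below 50 µM in the dose-response confirmation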;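 note: death triggered by thapsigargin at about 15 µM added after 2 h compound pretreatment; cell ATP read after overnight thapsigargin exposure of roughly 18 to 22 hours; normalized against plate controls of thapsigargin alone and 5% DMSO vehicle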
SV40 large T antigen: SV40 large T antigen inhibitors, biochemical (AID 1903) | SV40 large T antigen ATPase/helicase inhibition assay; higher % means a stronger effect | inhibition, % at 20 µM, or IC50 in µM where a hit was titrated | 310,000 compounds, 0.39% hits; in the data active = a potency from the dose series; inconclusive = inhibition mostly from about 32% at the one dose, without a potency; inactive = the rest, 99 in 100 with inhibition below about 32%; note: strong numbers were not always called active
K1F lysis inhibition: inhibition of K1F phage lysis, E. coli UTI89, bacterial capsule biogenesis inhibitors, alamar blue (AID 488966); E. coli UTI89 K1F phage lysis, alamar blue, 2 h; higher % means a stronger effect; inhibition, % at 100 µM; hits with a dose series show IC50 in µM; 340,000 compounds, 0.02% hits;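 active = phage lysis inhibition, versus mean bacterial control, above a set limit; inconclusive = no clear call, values can overlap the other calls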;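 note: capsule biogenesis inhibitors block K1F phage lysis so surviving cells raise fluorescence; higher fluorescence means more inhibition of phage lysis; actives were called in the ten point dose series up to 300 µM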
West Nile virus CPE: West Nile virus antiviral activity, cell-based, CPE readout (AID 1621); West Nile virus-infected cells, CPE inhibition; higher % means a stronger effect; CPE inhibition, % at 10 µM; hits with a dose series show IC50 in µM; 290,000 compounds, 0.02% hits; in the data active = a potency from the dose series; inconclusive = CPE inhibition mostly from about 3.7% at the one dose, without a potency; inactive = the rest, 99 in 100 with CPE inhibition below about 2.2%; note: strong numbers were not always called active
RSV antiviral HEp-2: RSV antiviral activity via CPE protection, HEp-2 cells, primary 10 µM value included (AID 2391). HEp-2 cells, RSV-induced CPE inhibition; higher % means a stronger effect. 310,000 compounds, 0.13% hits. CPE inhibition, % at 10 µM, or IC50 in µM where a hit was titrated; in the data active = a potency from the dose series; inconclusive = CPE inhibition mostly from about 23% at the one dose, without a potency; inactive = the rest, 99 in 100 with CPE inhibition below about 21%; note: strong numbers were not always called active
XIAP displacement: XIAP antagonists, biochemical, IAP family, fluorescence polarization (AID 1018). E3 ubiquitin-protein ligase XIAP (Homo sapiens). XIAP BIR domain, fluorescence polarization peptide displacement; higher % means a stronger effect. 200,000 compounds, 0.007% hits. displacement, % at 20 µM; hits with a dose series show IC50 in µM; in the data active = displacement above about 50%; note: a part of the inactive calls stands beside numbers as strong as those of hits
NS5 inhibitors: Dengue-2 NS5 methyltransferase inhibitors, primary screen, biochemical, confirmation dose response (AID 588689); Dengue-2 NS5 methyltransferase capping enzyme assay, biochemical; higher % means a stronger effect; Genome polyprotein (Dengue virus type 2 (strain 16681-PDK53)); inhibition, % at 25 µM, or IC50 in µM where a hit was titrated; 340,000 compounds, 0.3% hits; in the data active = a potency from the dose series; inconclusive = inhibition above about 29% without an active follow-up result
WT yeast gro inh mutant strain: recorded beside WT yeast gro inh, whose call it bears; inhibition, %; mitochondrial fusion phenotypic screen, mutant strain inhibition
NS5 inhibitors pilot replicate: also measured in NS5 inhibitors; calls as there; inhibition, %; measured here: pilot screen replicate inhibition
* hit, by the source's call; i = inactive; ? = inconclusive; nt = not tested or not shown; [ ] = remark or other dose. Hits appear at their usual frequency. About 2.2% of those tested had a hit in this group.

SMILES	WT yeast gro inh	WT yeast gro inh mutant strain	Yfh1-off respiration	CSM14.1 death rescue	SV40 large T antigen	K1F lysis inhibition	West Nile virus CPE	RSV antiviral HEp-2	XIAP displacement	NS5 inhibitors	others
CCOC(=O)c1c(NC(=O)COC(=O)CC(NC(C)=O)c2ccccc2)sc(C(=O)NC)c1C (stereo unspecified)	nt	nt	nt	nt	15%	-1.5%	nt	-2.2%	nt	-4%
Cc1nonc1NC(=O)CSc1nc2ccc(Cl)cc2[nH]1	nt	nt	nt	nt	0%	0.9%	0.7%	1.8%	nt	-6%
Cc1ccnc(NC(=O)Nc2ccc3c(c2)OCO3)c1	-5	8	i	-2.4%	0%	0.1%	0.6%	0.1%	-12%	-1%
Cn1cc(C=O)c2ccccc21	28	12	i	-1.0%	-2%	0.3%	-0.6%	3.0%	-8.1%	-3%
C#CCOCCOCCOCCNc1nc(N2CCN(C(=O)C([C@@H](C)CC)n3cc(C(N)CC(C)C)nn3)CC2)nc(N2CCN(C(=O)[C@H](CCC(=O)O)n3cc(C(N)Cc4ccc(O)cc4)nn3)CC2)n1 (stereo partly specified)	-10	-1	i	0.7%	8%	0.7%	0.3%	0.3%	-4.1%	-2%
COc1cc(C(=O)NCc2nnc(SCC(=O)c3ccccc3)o2)cc(OC)c1OC	nt	nt	nt	nt	8%	0.0%	0.2%	2.2%	nt	19%
CC1CCN(Cc2c(O)ccc3c2O/C(=C\c2ccco2)C3=O)CC1	-9	-15	i	-3.0%	25%	1.1%[50 µM]	-0.4%	0.4%	-3.3%	?
C/C(=N/O)c1ccc2c(c1)OCCOCCOc1cc(/C(C)=N/O)ccc1OCCOCCO2	-3	-17	i	-0.5%	8%	2.4%	-0.3%	?	-8.3%	-3%
O=C(NC(=S)NCCCN1CCOCC1)c1ccc([N+](=O)[O-])cc1	0	-11	i	0.5%	9%	-0.1%	0.8%	0.2%	-3.0%	-18%
CCC(=O)N1CCc2cc(S(=O)(=O)NC(Cc3ccccc3)C(=O)NC3CCCCC3)ccc21 (stereo unspecified)	-5	-17	i	-1.0%	10%	2.9%	-1.0%	nt	-5.9%	-8%
O=C(NCc1ccco1)c1ccc2c(c1)S(=O)(=O)c1ccccc1C2=O	nt	nt	i	nt	30%	0.5%	-0.2%	6.5%	nt	-2%
O=C(NCc1ccc2c(c1)OCO2)c1ccc2c(=O)n(C3CCCC3)c(=O)[nH]c2c1	-10	16	i	-0.3%	10%	0.1%	0.2%	9.5%	-6.3%	-6%
CCNc1nc(OCCNS(=O)(=O)c2cc(C)ccc2C)nc(N(C)C)n1	10	-5	i	-0.5%	1%	-0.2%	-0.2%	1.5%	-0.2%	9%
O=C(CCCCCNC(=O)N1CCn2c1nc1ccccc12)NCc1ccccc1Cl	nt	nt	nt	nt	8%	-0.1%	-0.7%	8.5%	nt	5%
CC1CCN(CCCNS(=O)(=O)c2ccc3c(c2)CCN3C(=O)C2CC2)CC1	nt	nt	nt	nt	6%	1.6%	-0.5%	-1.6%	nt	-2%
CCC(=O)c1ccc(OCC(=O)NCCC2=CCCCC2)c(OC)c1	nt	nt	nt	nt	-14%	0.0%	0.1%	0.1%	nt	-3%
CCCCC[C@H](O)/C=C/[C@H]1C=CC(=O)[C@@H]1C/C=C\CCCC(=O)O	-2	-15	i	-1.1%	22%	nt	1.2%	nt	-12%	nt
C=CCN=C(NC#N)SCC(=O)c1cccc(OC)c1	-7	-12	i	-0.7%	7%	2.4%	2.4%	-2.1%	-2.6%	-1%
CN(C)c1ccc(/C=N/N2C(=S)SC(C)(C)C2N(O)C(=O)Nc2ccc([N+](=O)[O-])cc2)cc1 (stereo unspecified)	20	-6	i	-1.8%	4%	6.5%	-0.5%	15%	-2.1%	4%
COc1ccc([N+](=O)[O-])cc1N1C(=O)c2cccc3cccc(c23)C1=O	6	-7	i	0.9%	5%	0.4%	-0.1%	1.7%	-2.9%	2%
CCc1ccc(NC(=O)CCc2c(C)nn(-c3ccc(N4CCOCC4)nn3)c2C)cc1	nt	nt	nt	nt	9%	0.1%	0.2%	0.9%	nt	-1%
CCOC(=O)c1ccc(-n2c(C)nc3ccccc3c2=O)cc1	-16	20	i	0.7%	4%	0.4%	0.1%	1.6%	-8.0%	-6%
COc1ccccc1NC(=O)CN1C(=O)CCS(=O)(=O)c2ccccc21	-13	-7	i	-0.3%	6%	0.0%	0.1%	0.1%	-4.8%	2%
O=C(Nc1nnc(-c2ccc(Cl)cc2)o1)C1=COCCO1	17	7	i	0.6%	1%	1.2%	0.3%	6.0%	-3.0%	-1%
O=C(O)C1CN(c2ncccc2[N+](=O)[O-])C1	-5	-11	i	0.2%	1%	0.2%	-0.5%	2.7%	-12%	3%
Cc1ccc(N(CCC(=O)O)S(=O)(=O)c2cccc(C(F)(F)F)c2)cc1	-3	-5	i	-2.0%	-8%	-0.6%	0.1%	-0.1%	-7.9%	-7%
C/C(=N\NC(=O)c1ccc(=O)[nH]n1)c1cccnc1	-2	7	i	-1.2%	1%	0.3%	1.5%	1.2%	-6.4%	5%
Cc1ccc(C)c(N(C(=O)CNC(=O)c2ccco2)C(C(=O)NCC2CCCO2)c2ccccc2)c1 (stereo unspecified)	nt	nt	nt	nt	1%	0.3%	0.3%	0.5%	nt	-7%
N#Cc1ccccc1COC(=O)c1cccnc1N	26	39	i	-0.9%	3%	0.1%	-0.5%	4.8%	-5.8%	-2%
Cc1nnc(SCC2CCCO2)n1-c1ccccc1 (stereo unspecified)	12	20	i	1.2%	8%	1.2%	-0.1%	-0.3%	0.0%	2%
CC(C)CCNC(=O)c1onc(CSc2ccc(F)c(F)c2)c1C(=O)NCCC(C)C	nt	nt	i	nt	1%	0.3%	-0.4%	-1.5%	nt	2%
CCOc1ccc2[nH]c(SCC(=O)OC)c([N+](=O)[O-])c2c1	-7	-9	i	20%	38%	-10%	-0.2%	4.3%	35%	12%
CCCCOC(=O)Cn1c(-c2ccccc2)nc2ccccc2c1=O	23	-2	i	1.8%	-22%	3.1%	0.3%	0.4%	-1.2%	0%
Cc1ccc(NC2=C(Cl)C(=O)OC2OC(=O)c2ccco2)cc1 (stereo unspecified)	-8	-2	i	0.8%	25%	1.6%	0.4%	-0.7%	-0.9%	-7%
CCCCNC(=O)CCCn1c(=S)[nH]c2cc3c(cc2c1=O)OCO3	44	15	i	-0.5%	8%	1.1%	0.5%	1.9%	-5.3%	-4%	NS5 inhibitors pilot replicate=0.1
CCCOc1ccc(NC(=O)CC2C(=O)N(C)C(=S)N2Cc2cccs2)cc1 (stereo unspecified)	13	-5	i	-2.2%	-4%	0.5%	-0.1%	-2.1%	-6.3%	-10%
CCCCCCNC1=NCCS1	-3	-6	i	-9.1%	3%	-0.2%	-0.1%	0.1%	-3.2%	0%
Cc1ccc(O)c(NC(=O)Cc2ccc3ccccc3c2)c1	nt	nt	nt	nt	6%	0.3%	-0.9%	1.9%	nt	-12%
CCOc1ccc(C(=O)NC2CC(=O)N(c3ccc4c(c3)OCCO4)C2)cc1 (stereo unspecified)	nt	nt	nt	nt	30%	1.2%[50 µM]	nt	0.1%	nt	6%
COc1cc(/C=N/OCC(=O)NC2CCCCC2)ccc1OCc1ccccc1	-11	-10	i	-3.5%	5%	1.5%[50 µM]	-1.5%	5.8%	-3.5%	-3%

Structural class: the compounds so far with a Cl atom (four)
SMILES	WT yeast gro inh	WT yeast gro inh mutant strain	Yfh1-off respiration	CSM14.1 death rescue	SV40 large T antigen	K1F lysis inhibition	West Nile virus CPE	RSV antiviral HEp-2	XIAP displacement	NS5 inhibitors	others
Cc1nonc1NC(=O)CSc1nc2ccc(Cl)cc2[nH]1	nt	nt	nt	nt	0%	0.9%	0.7%	1.8%	nt	-6%
O=C(CCCCCNC(=O)N1CCn2c1nc1ccccc12)NCc1ccccc1Cl	nt	nt	nt	nt	8%	-0.1%	-0.7%	8.5%	nt	5%
O=C(Nc1nnc(-c2ccc(Cl)cc2)o1)C1=COCCO1	17	7	i	0.6%	1%	1.2%	0.3%	6.0%	-3.0%	-1%
Cc1ccc(NC2=C(Cl)C(=O)OC2OC(=O)c2ccco2)cc1 (stereo unspecified)	-8	-2	i	0.8%	25%	1.6%	0.4%	-0.7%	-0.9%	-7%

The results go on.
SMILES	WT yeast gro inh	WT yeast gro inh mutant strain	Yfh1-off respiration	CSM14.1 death rescue	SV40 large T antigen	K1F lysis inhibition	West Nile virus CPE	RSV antiviral HEp-2	XIAP displacement	NS5 inhibitors	others
CC(C)N1C(=O)c2ccccc2C1C(=O)NCCc1ccccc1 (stereo unspecified)	nt	nt	nt	nt	4%	0.2%	-0.4%	2.5%	nt	3%
Cc1ccc(S(=O)(=O)Oc2ccccc2/C=N/Nc2ccc(C(=O)O)cc2)cc1	nt	nt	i	nt	10%	0.0%	0.1%	-1.9%	nt	-3%
Cc1ccc2[nH]c(=O)c3cc(C(=O)NC(C)C)sc3c2c1	nt	nt	nt	nt	4%	-0.2%	0.1%	1.3%	nt	-8%
O=C(NCc1ccc(Cl)cc1)C1CCN(c2cnccn2)CC1	2	0	i	-10%	6%	0.3%	0.1%	-0.5%	0.1%	-13%
CC(=O)c1c(C)[nH]c2ccccc2c1=O	7	0	i	-0.2%	23%	0.2%	0.9%	0.8%	-2.3%	-1%	NS5 inhibitors pilot replicate=-0.9
CCOC(=O)C1(Cc2ccccc2C)CCCN(C(=O)CCc2c(C)noc2C)C1 (stereo unspecified)	nt	nt	nt	nt	-5%	0.0%	-0.1%	1.0%	nt	-7%
OCCNCc1c(OCc2ccc(Cl)cc2)ccc2ccccc12	nt	nt	nt	nt	-3%	1.0%	-1.9%	?	nt	-1%
CCCCCC(=O)Nc1ccc(N2CCN(C(=O)CCC)CC2)cc1	8	11	i	-0.9%	4%	2.0%[50 µM]	-0.1%	0.9%	0.8%	2%
CCOc1ccc(C(C)(O)CN2CCOCC2)cc1 (stereo unspecified)	1	6	i	-1.2%	15%	0.2%	1.1%	0.3%	-2.3%	-12%
COc1ccc(C(=O)N/C(=C/c2cccnc2)C(=O)N2CCN(C)CC2)cc1OC	nt	nt	nt	nt	14%	-0.1%	0.3%	0.1%	nt	1%
